High-throughput results: PubChem BioAssay, several laboratories
STK33 kinase inh – human STK33 kinase inhibition; purified STK33, MBP phosphorylation, ADP-Glo luminescence; inhibition, % at 10 µM; hit rate 0.073% among 320,000; AID 2661;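 active = inhibition at or above 25%, using the most active replicate where run in duplicate; inactive = inhibition below 25%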
Target sequence (Q9BYT3 whole entry, looked up): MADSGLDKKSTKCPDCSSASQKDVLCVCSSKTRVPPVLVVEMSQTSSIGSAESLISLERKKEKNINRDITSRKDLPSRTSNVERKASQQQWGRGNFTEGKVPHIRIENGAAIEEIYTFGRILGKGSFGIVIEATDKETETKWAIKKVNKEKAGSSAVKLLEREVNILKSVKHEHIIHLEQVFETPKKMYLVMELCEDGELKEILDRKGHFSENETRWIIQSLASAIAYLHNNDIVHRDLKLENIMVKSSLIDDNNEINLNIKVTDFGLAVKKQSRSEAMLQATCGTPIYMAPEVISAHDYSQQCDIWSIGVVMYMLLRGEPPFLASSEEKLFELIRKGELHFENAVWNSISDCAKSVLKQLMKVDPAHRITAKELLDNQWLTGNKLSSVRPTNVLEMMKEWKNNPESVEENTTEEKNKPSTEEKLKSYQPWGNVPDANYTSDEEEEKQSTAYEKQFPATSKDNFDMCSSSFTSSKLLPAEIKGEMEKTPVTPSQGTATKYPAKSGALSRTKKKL
Kir21 inh – blocks the mouse Kir2.1 inward-rectifier potassium channel. P35561. HEK293-Kir2.1, FluxOR thallium flux fluorescence; active compounds read low. B-score at 10 µM. hit rate 0.85% among 310,000;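 active = fluorescence ratio B-score at or below minus 3 SD of library scores, with starting-brightness B-score within 2 SD, cut at about -4.2 in these data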;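 note: channel flux triggered by added potassium and thallium sulfate stimulus; B-score of peak minus minimum fluorescence over baseline after thallium stimulus; more negative B-score means stronger Kir2.1 block with less thallium influx; some compounds called inactive have numbers as strong as hits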
Target sequence (P35561 whole entry, looked up): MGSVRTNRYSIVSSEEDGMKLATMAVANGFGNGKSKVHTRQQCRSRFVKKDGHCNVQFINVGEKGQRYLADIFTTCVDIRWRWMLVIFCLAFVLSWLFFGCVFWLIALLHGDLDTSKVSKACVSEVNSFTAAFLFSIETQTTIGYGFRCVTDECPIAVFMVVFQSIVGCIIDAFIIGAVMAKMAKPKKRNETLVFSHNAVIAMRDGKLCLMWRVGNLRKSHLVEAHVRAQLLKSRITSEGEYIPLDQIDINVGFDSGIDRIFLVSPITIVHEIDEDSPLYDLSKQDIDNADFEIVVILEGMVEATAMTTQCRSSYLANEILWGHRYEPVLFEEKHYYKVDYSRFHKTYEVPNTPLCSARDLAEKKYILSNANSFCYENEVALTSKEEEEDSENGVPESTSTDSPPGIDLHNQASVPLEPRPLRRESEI
KCNQ2 inh – KCNQ2 channel blockers in CHO-K1 cells – cell-based, FluxOR thallium flux, B-score, primary screen (AID 2156); 20 min; active compounds read low; B-score at 10 µM; O88943; hit rate 1.1% among 310,000;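 active = fluorescence ratio B-score at most minus 3 library SDs, with starting brightness B-score within 2 library SDs, cut at about -5.5 in these data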
* = called active by the depositor; i = inactive; . = no result given.

SMILES	STK33 kinase inh	Kir21 inh	KCNQ2 inh
CCOc1ccc(N2C(=O)c3ccc(C(=O)OCc4c(C)noc4C)cc3C2=O)cc1	2.1	2	i
CC(C)C(=O)Nc1ccc(C(=O)NNC(=S)NC(=O)c2ccco2)cc1	-3.3	2.1	i
CCn1c(CC(=O)Nc2ccccc2OC)nnc1SCC(=O)Nc1ccccc1F	0.1	-0.45	i
CCc1ccc(S(=O)(=O)Nc2cccc(C3OCCCO3)c2)cc1	-0.7	0	i
COCCn1c(SCC(=O)Nc2cc(C)on2)nc2ccccc21	0.3	0.88	i
CC(c1ccccc1)C1CC(=O)N(C2CCCCC2)C1=O (stereo not given)	-2.0	-2	i
COc1ccc(OC)c(NC(=O)C2CCC(CNc3c(N4CCC(C)CC4)c(=O)c3=O)CC2)c1 (stereo not given)	-0.2	0.95	i
Cc1cccnc1NC(=O)CNC(=O)C12CC3CC(CC(Cl)(C3)C1)C2	1.4	-0.34	i
COCCn1nnnc1C(c1ccc(OC)cc1OC)N1CCN(c2ccccc2F)CC1 (stereo not given)	1.2	0.5	i
CCCCOCCCNC(=O)N[C@H](C(=O)OC)C(C)C	-0.9	0.05	i
Cn1c(=O)c2c(nc(SC3C(=O)CC(C)(C)CC3=O)n2C)n(C)c1=O	-3.7	0.76	i
Cc1ccccc1S(=O)(=O)Nc1nc2ccccc2nc1Cl	-2.5	-1.1	i
CCOc1cc(NC(=O)C2CC2)c(OCC)cc1NC(=O)c1ccccn1	-3.6	-0.04	i
O=C(CN(Cc1cccs1)C(=O)CNS(=O)(=O)c1ccc(F)cc1)NCC1CCCO1 (stereo not given)	-1.3	-1.1	i
COc1ccc(NC(=O)C(Sc2nnc3ccccn23)c2ccccc2)cc1Cl (stereo not given)	-1.8	-1.3	i
Cc1c(C(=O)NC(C)CN2CCCCC2)oc2ccccc12 (stereo not given)	-1.2	-1.1	i
S=C(NCc1cccs1)Nc1cc(Cl)cc(Cl)c1	-0.9	1.9	i
O=C(c1ccc(OC2CCN(CCc3ccccc3)CC2)cc1)N1CCC[C@H]1CO	.	-2.5	i
COC(=O)c1c(C)[nH]c(C)c1-c1ccccc1	-2.3	1.1	i
CCOc1ccc2[nH]c(C)cc(=O)c2c1	-0.5	0.37	i
C=CCOc1ccc(-c2nc3c(c(=O)[nH]c(=O)n3Cc3ccccc3)n2CCCOC)cc1	0.9	-0.25	i
Cc1cc(=O)oc2cc(OCC(=O)Nc3nnc(C(C)C)s3)ccc12	-0.1	-0.83	i
CC(=O)c1ccc(S(=O)(=O)NC2CC(=O)N(c3ccc(C)c(C)c3)C2)cc1 (stereo not given)	0.5	1.9	i
CCOC(=O)c1[nH]c2cc(OC)c(OC)cc2c1NC(=O)c1nonc1C	-1.4	0.31	i
C=CCN1C2=NCCCN2c2ccccc21	-2.1	0.53	i
CCCCN(CC)S(=O)(=O)c1ccc(C(=O)Nc2nnc(-c3ccccc3Cl)o2)cc1	-1.0	0	i
c1coc(Cn2nnnc2CN2CCN(C3CCCCC3)CC2)c1	0.8	-0.63	i
O=C(NCCN1C(=O)S/C(=C\c2ccc(F)cc2)C1=O)c1cccc(S(=O)(=O)N2CCOCC2)c1	3.5	1.1	i
CCc1nnc(SCC(=O)N2CCCc3ccccc32)nc1CC	-1.2	-0.09	i
FC(F)(F)c1nc(-c2cccnc2)ncc1-c1nnnn1-c1ccccc1	0.4	0.34	i
COc1ccc(C(=O)Oc2ccc(/C=N/NC(=O)Cc3ccc([N+](=O)[O-])cc3)cc2)cc1	0.2	0.56	i
COc1c(Cl)cc(-c2noc(C)c2C(=O)NCc2ccccc2)cc1Cl	-1.2	-1.4	i
C[C@H](NC(=O)[C@H]1N2C(=O)c3ccccc3C2SC1(C)C)C(=O)NCC1CCCO1 (stereo not given in full)	-2.2	2.9	i
Cc1[nH]nc2c1C(Cc1ccccc1)C(C#N)=C(N)O2 (stereo not given)	0.3	2.3	i
CN(CCN(C)C(C)(C)C)C(=O)C(c1ccccc1)c1ccccc1	-1.1	0.93	i
CCOc1ccc(CN2CCC(=O)NC2=O)cc1	0.0	0.26	i
CN(C)CCCNCC(=O)Nc1ccccc1N1CCOCC1	-0.4	0.31	i
Cc1noc(C)c1S(=O)(=O)N1CCC(C(=O)NCCC2=CCCCC2)CC1	0.6	0.32	i
COc1cccc(C(=O)n2c(SC)nc3cc4c(cc32)OCCO4)c1	0.9	0.01	i
CN(C)CCn1c(=S)[nH]c2ncccc2c1=O	0.6	0.82	i
Cc1cc2c3c(c1C)C(=O)C(=O)N3C(C)(C)CC2C (stereo not given)	-0.8	-0.9	i
CCn1nc(C(C)C)cc1C(=O)N1CCCC(CO)(Cc2ccc(F)cc2F)C1 (stereo not given)	-0.3	-0.95	i
Cc1cc(=O)oc2cc(OCC(=O)NCCCN3CCCC3=O)c(Cl)cc12	-1.2	0.45	i
CCCSc1nc2c(c(=O)[nH]c(=O)n2C)n1C	-0.8	-0.05	i
COc1cc(C(=O)OCC(=O)Nc2c(F)c(F)c(F)c(F)c2F)cc(OC)c1OC	-0.2	-1.2	i
O=C(NC1CCCC1)C(NS(=O)(=O)c1cccc2nsnc12)c1ccccc1 (stereo not given)	0.5	-0.13	i
CC(=O)c1c(C)[nH]c(C(=O)NCc2cccs2)c1C	-0.5	0.64	i
Cc1cc(Cl)c(S(N)(=O)=O)cc1OCC(N)=O	-1.2	-0.5	i
O=C(c1ccccc1)N1CCN(C(=O)C23CC4CC(CC(C4)C2)C3)CC1	-1.1	0.59	i
CCOC(=O)c1sc(=NC(=O)/C=C/c2cccs2)n(C)c1C	-1.0	-1.5	i
Cc1onc(-c2c(F)cccc2Cl)c1C(=O)NCCc1ccc(S(N)(=O)=O)cc1	-0.9	1.6	i
COc1ccc(N2Cc3cccc(C(=O)N4CCOCC4)c3C2=O)cc1	-1.0	-0.34	i
Cc1ccc(S(=O)(=O)N(C)C2(C)CCS(=O)(=O)C2)cc1 (stereo not given)	0.0	0.66	i
CCCOc1ccc(C(=O)NNC(=S)NC(=O)c2cccs2)cc1	0.7	-0.39	i
Cn1c2c(c(=O)n(C)c1=O)CN(CC1CCCO1)CN2 (stereo not given)	-2.0	0	i
O=C1N/C(=C/c2ccc(N3CCOCC3)cc2)C(=O)N1Cc1ccc(F)cc1	2.3	-0.29	i
Cc1ccc(Sc2ncccc2[N+](=O)[O-])cc1	0.3	1	i
COCCNC(=O)CN(c1cc(C(F)(F)F)ccc1Cl)S(C)(=O)=O	-2.2	-0.8	i
COc1ccccc1C(=O)COC(=O)C1CCN(S(=O)(=O)c2ccc(C)c(C)c2)CC1	-0.5	0.67	i
Cc1ccc(C(CC(=O)N2CCNCC2)c2ccccc2)c(O)c1C (stereo not given)	0.0	0.02	i
(listing goes on)
SMILES	STK33 kinase inh	Kir21 inh	KCNQ2 inh
[O-]C1=N/[N+](=C/c2ccc(Cl)c(Cl)c2)CC1	-0.1	0.44	i
Cc1cccc(CCN(C(=O)Cc2cccs2)C(C(=O)NC2CCCCC2)c2cccnc2)c1 (stereo not given)	-1.8	-0.15	i
O=C(O)c1cccnc1SCc1ccccc1Cl	-4.0	-0.97	i
Clc1ccc(-c2csc(N3CCC(c4ccccc4)C3)n2)cc1 (stereo not given)	-0.3	-0.06	i
COc1ccccc1-c1ccc(SCc2ccccc2F)nn1	-2.4	-0.12	i
Cc1cccc(NC(=O)CSc2nnc(C)c(=O)n2N)c1	-1.8	-0.04	i
CSC1=N/C(=C\c2ccccc2C)C(=O)S1	.	1.3	i
Cn1c(=O)c(-c2cccc(Cl)c2)c(O)c2ccccc21	-1.2	-0.12	i
CCN(c1ccccc1)S(=O)(=O)c1cccc(C(=O)Nc2ccc(C)cn2)c1	0.0	-1.5	i
CCCNC(=O)COC(=O)c1cc(-c2ccc(OC)cc2)nc2ccccc12	-0.7	0.1	i
CC1CCN(C(=O)c2cc(Cl)ccc2NC(=O)c2ccco2)CC1	-0.1	1.9	i
CC(C)n1c(=S)[nH]c2c1c(=O)[nH]c(=O)n2C	-0.4	0.07	i
CN(C(=O)CSc1nc2cc(Cl)ccc2c(=O)n1Cc1ccco1)C1CCS(=O)(=O)C1 (stereo not given)	0.1	-0.13	i
COc1cccc(NC(=O)CC(C)=O)c1	0.0	2.1	i
Cc1cc(C)cc(N(CC(=O)N2CCn3c2nc2ccccc23)S(=O)(=O)c2c(C)noc2C)c1	-0.2	-0.31	i
CCc1nnc(NC(=O)Cn2nc(-c3ccc(OC)c(OC)c3)ccc2=O)s1	-2.0	-1.2	i
CC(=O)COC(=O)c1cc(-c2ccc(C)cc2)nc2ccccc12	-1.6	-1.2	i
Cc1cc(NC(=S)Nc2ccc(C)c(Cl)c2)n[nH]1	3.0	0.26	i
Cc1ccn2c(NC(=O)c3ccco3)c(-c3ccccc3)nc2c1	1.0	0.77	i
Cc1ccc(-n2nc3c(c2NC(=O)CCC2CCCCC2)CS(=O)C3)cc1 (stereo not given)	0.4	0.07	i
Fc1ccccc1Nc1n[nH]c(=S)s1	2.5	-0.5	i
CCc1cc2c(SCC#N)ncnc2s1	0.8	-1.5	i
CN(C)c1nnnn1-c1cccc(Oc2ncc(C(F)(F)F)cc2Cl)c1	-1.0	0.96	i
Cc1cc(N/N=C/c2ccc(N(C)C)cc2)nc(NCc2ccccc2)n1	-0.7	1.6	i
Cc1csc2ncc(C(=O)Nc3cccc(C(F)(F)F)c3)c(=O)n12	-0.7	0.02	i
O=C(CN1C(=O)NC2(CCCC2)C1=O)OCc1cc(=O)n2cc(Br)ccc2n1	-1.9	-0.34	i
Cc1ccc(NC2CCCN(C(=O)CSc3ccncc3)C2)cc1C (stereo not given)	0.1	-0.58	i
O=C(NCc1cccnc1)C(=O)Nc1nc(C23CC4CC(CC(C4)C2)C3)cs1	-0.9	-1.1	i
N#CCCn1cc(C(=O)O)c(-c2ccc3ccccc3c2)n1	1.8	2	i
CC1C(c2ccccc2)=NNc2nc3c(c(=O)n(C)c(=O)n3C)n21 (stereo not given)	-2.3	0.57	i
COCC1CCCN(C(=O)c2ccc(OC3CCN(Cc4ccccn4)CC3)cc2)C1 (stereo not given)	3.4	0	i
CN1C(=O)C(O)(CC(=O)c2cccs2)c2ccccc21 (stereo not given)	-1.5	-0.03	i
OC1CCCN(c2c3c(nc4cc(-c5cccc(F)c5)nn24)CCCC3)C1 (stereo not given)	-0.1	1.5	i
CC(C)(C)NC(=O)C(c1ccc(O)cc1)N(C(=O)Cn1nnc(-c2ccc(F)cc2)n1)c1ccccc1F (stereo not given)	-0.6	0.69	i
COc1ccc(N(C)C(=O)c2ccc3nc(-c4ccccc4)c(-c4ccccc4)nc3c2)cc1	0.3	-1	i
CCCCNC(=O)CSc1nnc(NC(C)=O)s1	-1.8	1.1	i
COc1cc(Cl)ccc1OCc1cc(C(=O)N[C@H]2CCCCNC2=O)no1	-0.6	2	i
CCC1CCCCN1C(=O)CCCOc1ccccc1 (stereo not given)	-0.6	-2	i
CC(C)Oc1ccc(CN2CCC(n3nccc3NC(=O)C3CC3)CC2)cc1	-2.5	1.1	i
Cc1ccc(C(=O)N2CCN(S(=O)(=O)c3ccccc3[N+](=O)[O-])CC2)o1	-1.8	1.7	i
CCC1(CC)NC(=O)N(CC(=O)N2CCN(S(=O)(=O)c3cccc(F)c3)CC2)C1=O	-0.4	1.2	i
C=CCSc1[nH]c(=O)cc(C)c1C(N)=O	-0.9	0.37	i
Cc1ccc(S(=O)(=O)N2CCN(C(=O)COC(=O)c3oc4ccccc4c3C)CC2)cc1	-2.4	2	i
CCN1CCCC1CN(Cc1cc2ccc(C)cc2[nH]c1=O)C(=S)Nc1ccccc1C(=O)OC (stereo not given)	-0.1	-1.1	i
COc1cc2c(cc1OC)CN(C(=O)COc1ccccc1[N+](=O)[O-])CC2	0.6	-0.92	i
Cc1cccc(CS(=O)(=O)c2nnc([C@H](Cc3ccccc3)NC(=O)OC(C)(C)C)o2)c1	-1.7	-8.1*	i
Cc1nc(N2CCN(S(=O)(=O)c3ccc(F)cc3)CC2)c2c(-c3cccs3)csc2n1	-0.5	0.87	i

In the list so far, 8 have a furan ring, fused or not.
SMILES	STK33 kinase inh	Kir21 inh	KCNQ2 inh
CC(C)C(=O)Nc1ccc(C(=O)NNC(=S)NC(=O)c2ccco2)cc1	-3.3	2.1	i
Cc1c(C(=O)NC(C)CN2CCCCC2)oc2ccccc12 (stereo not given)	-1.2	-1.1	i
c1coc(Cn2nnnc2CN2CCN(C3CCCCC3)CC2)c1	0.8	-0.63	i
CC1CCN(C(=O)c2cc(Cl)ccc2NC(=O)c2ccco2)CC1	-0.1	1.9	i
CN(C(=O)CSc1nc2cc(Cl)ccc2c(=O)n1Cc1ccco1)C1CCS(=O)(=O)C1 (stereo not given)	0.1	-0.13	i
Cc1ccn2c(NC(=O)c3ccco3)c(-c3ccccc3)nc2c1	1.0	0.77	i
Cc1ccc(C(=O)N2CCN(S(=O)(=O)c3ccccc3[N+](=O)[O-])CC2)o1	-1.8	1.7	i
Cc1ccc(S(=O)(=O)N2CCN(C(=O)COC(=O)c3oc4ccccc4c3C)CC2)cc1	-2.4	2	i

Single entries from the entries so far.
CCC1(CC)NC(=O)N(CC(=O)N2CCN(S(=O)(=O)c3cccc(F)c3)CC2)C1=O – STK33 kinase inh = -0.4
CCN1CCCC1CN(Cc1cc2ccc(C)cc2[nH]c1=O)C(=S)Nc1ccccc1C(=O)OC (stereo not given) – STK33 kinase inh = -0.1
Cc1nc(N2CCN(S(=O)(=O)c3ccc(F)cc3)CC2)c2c(-c3cccs3)csc2n1 – STK33 kinase inh = -0.5

An unsorted share of the library. About 1.9% of those tested had a hit in this group.
